SMARCA2 activ: activators of SMARCA2 function | 370,000 compounds, 1% hits | activation, % at 9.1 µM | MG213 cells, MMTV-luciferase reporter, dexamethasone, overnight; in the data active means activation above about 7.8%;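 further: 0% = vehicle wells and 100% = reference activator wells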
ADAM10 inh: inhibits human ADAM10. O14672. recombinant ADAM10, EDANS/DABCYL FRET peptide cleavage, 3 h. inhibition, % at 7 µM. 370,000 compounds, 0.62% hits;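 active means inhibition above a per-campaign cutoff equal to the mean of compounds falling between control-based bounds plus 3 SD, cut at about 20% in these data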;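 further: 0% = DMSO wells while the 100% control is not disclosed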
hgDAF-12 ag: hgDAF-12 agonism, primary luciferase screen | HEK293 GAL4-hgDAF12 UAS-luciferase reporter, agonist luminescence; normalized to butyrate control | activation, % at 6.8 µM | 370,000 compounds, 1.8% hits;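 active means activation above a cutoff set at the mean of all screened compounds plus 3 SD, cut at about 10% in these data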;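 further: 0% = DMSO wells and 100% = sodium butyrate wells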
DAX1 inh-1: inhibitors of human orphan nuclear receptor DAX1 (NR0B1) | HEK293 Gal4-DAX1 luciferase reporter, luminescence | inhibition, % at 6.75 µM | 340,000 compounds, 0.99% hits | AID 504766;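 active means inhibition above the mean over all tested compounds plus 3 SD, cut at about 4.2% in these data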;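 further: 0% = DAX1-transfected cells with DMSO and 100% = empty-vector control cells with DMSO; inhibition shows as a rise in luminescence from relieved DAX1 repression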
Target sequence (P51843 207-470 limits assumed): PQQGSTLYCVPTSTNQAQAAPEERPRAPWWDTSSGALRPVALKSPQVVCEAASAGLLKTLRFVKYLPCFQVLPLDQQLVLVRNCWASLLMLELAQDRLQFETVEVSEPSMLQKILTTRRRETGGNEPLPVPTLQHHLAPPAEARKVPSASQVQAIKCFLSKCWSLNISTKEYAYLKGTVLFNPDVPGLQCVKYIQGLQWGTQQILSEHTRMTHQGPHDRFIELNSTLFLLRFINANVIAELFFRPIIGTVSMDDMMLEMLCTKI
DAX1 inh-2: DAX1 (NR0B1) inhibition, primary screen; inhibition, % at 6.8 µM; 370,000 compounds, 1.1% hits; HEK293T StAR-luciferase reporter, SF-1/DAX-1 repression relief; AID 652010;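 active means inhibition above the mean over all tested compounds plus 3 SD, cut at about 3.6% in these data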;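 further: 0% = DAX-1 cells with DMSO and 100% = cells lacking DAX-1 with DMSO; higher inhibition means more luminescence from relief of DAX-1 repression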
PG9 binder: small molecules binding HIV-1 gp120 antibody PG9; TR-FRET gp120-PG9 antibody binding; inhibition, % at 6.7 µM; 360,000 compounds, 0.43% hits; AID 624416; in the data active means inhibition above about 8.5%
NPR1 activator: GC-A (human) enzyme activation; activation, % at 10 µM; HEK293 GC-A cells, cGMP TR-FRET, EC30 ANP; 0% at EC30 ANP, 100% saturating ANP; P16066; 370,000 compounds, 0.14% hits; AID 1671463; in the data active means activation above about 40%
hcDAF-12 act: activators of H. contortus DAF-12 nuclear receptor; HEK293 hcDAF-12 lit1-tk-luc reporter, luminescence; 0% DMSO, 100% Δ7-dafachronic acid; activation, % at 6.8 µM; 370,000 compounds, 1.4% hits; AID 652067;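 active means activation above the mean of all tested compounds plus 3 SD, cut at about 5.5% in these data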;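 further: 100% = response to 3 µM Δ7-dafachronic acid high control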
ssDAF-12 act: S. stercoralis DAF-12 activation, primary screen. HEK293 ssDAF-12/GRIP1 lit1-tk-luc reporter, luminescence; % of 3 µM dafachronic acid response. activation, % at 6.8 µM. 370,000 compounds, 1% hits;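 active means activation above the mean over all tested compounds plus 3 SD, cut at about 0.9% in these data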;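 further: 0% = DMSO-only wells and 100% = 3 µM delta7-dafachronic acid wells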
GAA850 FXN act: activators of GAA850 frataxin (FXN) promoter | AID 540364 | activation, % at 6 µM | 360,000 compounds, 0.56% hits | HEK293 lucGAA850 FXN promoter luciferase reporter, 24 h; percent of 10 µM SAHA response;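 active means activation above the average of all compounds screened plus 3 SD, cutoff fixed separately per campaign, cut at about 7.5% in these data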;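 further: 0% = DMSO wells and 100% = 10 µM SAHA wells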
ADAM17 inh: inhibits human ADAM17; P78536; recombinant ADAM17, EDANS/DABCYL FRET peptide cleavage; inhibition, % at 6.95 µM; 370,000 compounds, 0.83% hits;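 active means inhibition above the mean of compounds lying between control limits plus 3 SD, set per campaign, cut at about 8.5% in these data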;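 further: 0% = DMSO-only wells as the low control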
Target sequence (P78536 215-824 limits assumed): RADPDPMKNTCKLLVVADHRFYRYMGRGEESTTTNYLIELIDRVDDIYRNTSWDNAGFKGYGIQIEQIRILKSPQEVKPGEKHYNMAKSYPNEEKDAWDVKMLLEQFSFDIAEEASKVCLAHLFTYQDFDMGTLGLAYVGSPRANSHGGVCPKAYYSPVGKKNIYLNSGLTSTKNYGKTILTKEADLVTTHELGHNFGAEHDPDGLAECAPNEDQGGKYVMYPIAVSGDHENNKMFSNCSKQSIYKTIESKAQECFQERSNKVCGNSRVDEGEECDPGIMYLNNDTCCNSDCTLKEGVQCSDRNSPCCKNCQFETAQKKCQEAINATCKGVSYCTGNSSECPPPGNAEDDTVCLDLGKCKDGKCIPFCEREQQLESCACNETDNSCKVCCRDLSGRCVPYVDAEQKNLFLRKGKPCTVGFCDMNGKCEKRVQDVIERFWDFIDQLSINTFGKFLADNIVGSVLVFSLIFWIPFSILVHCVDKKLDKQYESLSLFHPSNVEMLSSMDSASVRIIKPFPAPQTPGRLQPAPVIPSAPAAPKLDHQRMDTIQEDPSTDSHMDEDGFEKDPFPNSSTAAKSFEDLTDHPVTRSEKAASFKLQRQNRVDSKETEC
The depositor's hits bear a star; . = no result given.

compound	SMARCA2 activ	ADAM10 inh	hgDAF-12 ag	DAX1 inh-1	DAX1 inh-2	PG9 binder	NPR1 activator	hcDAF-12 act	ssDAF-12 act	GAA850 FXN act	ADAM17 inh
O=C(NCc1ccccc1)c1nc[nH]c1C(=O)N1CCN(c2ccccc2)CC1	-1	8	-0.2	-0.9	0.4	-0.9	-1	-2.5	-1.1	-0.2	3
c1ccc(-c2cn3c(n2)CCC3)cc1	2	-17	-0.2	0.6	1.0	-0.5	.	2.5	-1.4	1.9	-6
CCC(=O)Nc1sc2c(c1C#N)CCCCC2	4	5	3.1	-0.3	0.0	0.2	-1	-1.3	-1.0	-2.5	-2
O=C(Nc1ccncc1)c1cc(F)cc(F)c1	0	-6	-0.5	0.6	-0.4	-0.9	6	-0.4	-1.5	-3.8	-8
Cc1ccc(-c2cc(Cc3ccc(F)cc3)c(=O)[nH]n2)cc1	1	5	2.6	.	0.0	-1.2	5	2.7	-1.4	1.3	2
COc1ccc(/C=C/C(=O)c2cc3cccc(OC)c3oc2=O)cc1	-1	-16	-2.3	0.5	-0.9	-3.2	3	1.1	-1.5	1.1	-9
c1ccc(-n2ncc3c2ncn2nc(-c4ccco4)nc32)cc1	0	-22	2.8	1.4	2.5	-0.2	-5	-0.4	-0.4	4.3	-6
COc1cc(NC(=O)c2sc3ncn(CC(=O)N4CCCCC4C)c(=O)c3c2C)cc(OC)c1OC (stereo not drawn)	-2	-3	-2.9	-1.2	-1.8	-0.5	0	-1.6	-2.2	-0.2	-2
CCN(CC)S(=O)(=O)c1cc(C(=O)OCC(=O)Nc2ccc(-c3nc4ccc(C)cc4s3)cc2)ccc1F	4	-190	16*	1.4	1.6	-2.9	2	5.4	1.2*	7.0	-51
Cc1ccc(C(C(=O)NC2CCCCC2)N2CCCC2)cc1 (stereo not drawn)	-1	1	1.8	0.3	0.2	-1.8	-32	-0.6	-0.5	1.3	-2

Remaining list, next part:
compound	SMARCA2 activ	ADAM10 inh	hgDAF-12 ag	DAX1 inh-1	DAX1 inh-2	PG9 binder	NPR1 activator	hcDAF-12 act	ssDAF-12 act	GAA850 FXN act	ADAM17 inh
CCn1c(SCC(=O)NC2CC2)nnc1-c1ccc(OC)cc1	1	5	0.7	0.5	1.1	0.2	2	-1.4	-0.1	0.4	2
CC1CCCCN1C(=O)CN(C)S(=O)(=O)c1cccc2nsnc12 (stereo not drawn)	0	4	3.0	0.4	0.9	-2.2	1	0.2	-1.1	2.3	-1
Nc1[nH]n(-c2ccccc2)c(=O)c1N=Nc1ccccc1	2	0	8.6	3.1	1.0	-7.2	-1	4.4	1.3*	5.2	-1
CC(C)OCCCN1CC(=O)N2C(c3cccc([N+](=O)[O-])c3)c3[nH]c4ccccc4c3C[C@H]2C1=O (stereo partly drawn)	-1	12	-0.4	-0.4	-1.0	-0.8	-17	3.4	0.5	0.0	3
COc1ccc(CCNC(=O)C(=O)c2cn(CC(=O)N3CCCC3)c3ccccc23)cc1	4	3	-1.6	0.0	-0.9	-0.9	1	1.0	-0.8	1.1	0
CC(C)c1ccc(NC(=S)NN2C(C)CCCC2C)cc1 (stereo not drawn)	-2	-4	-2.1	.	-0.4	-0.2	-2	-1.3	-1.1	3.4	-2
CCOC(=O)CNC(=O)CSc1nc(N(C)C)nc(N2CCOCC2)n1	1	3	-0.8	0.7	0.9	-0.1	-6	-0.7	-0.4	-2.3	-3
CC(=O)c1cccc(NC(=O)NC(C)c2ccncc2)c1 (stereo not drawn)	-2	-12	-2.0	-0.5	0.1	1.2	-3	-0.7	-1.5	0.5	-4
CN1C(=O)C(N=Nc2ccccc2C(=O)O)N(C)C1=S (stereo not drawn)	0	-4	1.7	1.5	0.1	-1.6	-2	-1.0	-0.5	2.0	-2
O=C(Cn1nnc2ccccc2c1=O)Nc1cc(C(F)(F)F)ccc1N1CCOCC1	0	-6	-2.4	0.2	-0.1	-0.9	0	-1.1	-1.2	-2.6	1

Looked up by structure from above (two):
compound	SMARCA2 activ	ADAM10 inh	hgDAF-12 ag	DAX1 inh-1	DAX1 inh-2	PG9 binder	NPR1 activator	hcDAF-12 act	ssDAF-12 act	GAA850 FXN act	ADAM17 inh
Nc1[nH]n(-c2ccccc2)c(=O)c1N=Nc1ccccc1	2	0	8.6	3.1	1.0	-7.2	-1	4.4	1.3*	5.2	-1
CC1CCCCN1C(=O)CN(C)S(=O)(=O)c1cccc2nsnc12 (stereo not drawn)	0	4	3.0	0.4	0.9	-2.2	1	0.2	-1.1	2.3	-1

Further entries
compound	SMARCA2 activ	ADAM10 inh	hgDAF-12 ag	DAX1 inh-1	DAX1 inh-2	PG9 binder	NPR1 activator	hcDAF-12 act	ssDAF-12 act	GAA850 FXN act	ADAM17 inh
Cc1cc(OC(F)F)ccc1NC(=O)Nc1ccc([N+](=O)[O-])cc1	-6	3	-0.6	0.4	-0.5	-2.1	5	-0.6	-1.8	0.1	3
COc1ccc(C)cc1NC(=O)CCNS(=O)(=O)c1cccc(C(F)(F)F)c1	2	9	2.5	-0.6	0.3	-0.8	-4	-2.4	-0.6	0.6	3
CC(=O)NCCNc1nc2cc(-c3cc(F)ccc3C)sc2c(=O)n1C	-3	-38	-0.7	.	0.2	-0.7	4	-0.3	-1.5	1.3	-8
Cn1c(=O)[nH]c(=O)c2c1nc1n2CCCN1Cc1ccccc1	-3	-2	0.7	.	0.6	-0.2	2	1.8	-0.9	2.7	-4
O=C(Cc1ccccc1)Nc1ccc2oc(-c3ccncc3)nc2c1	1	-159	-4.3	0.2	-0.4	-31	0	-2.4	-0.7	2.8	-55
O=C(COc1ccc(S(=O)(=O)Nc2ccccc2)cc1)NCc1ccccn1	-3	74*	-0.5	-1.1	0.1	0.3	-8	-3.0	-1.2	0.6	-3
Cn1c(=O)c([N+](=O)[O-])c(NCC(O)c2ccccc2)c2ccccc21 (stereo not drawn)	-2	-2	-0.5	-1.2	-0.3	-0.4	-4	0.7	-0.9	-0.3	2
O=C(Cc1cccc2ccccc12)Nc1ccccc1C(=O)O	1	-14	-6.5	0.5	0.4	0.7	4	-1.5	-0.9	-0.1	-4
CCN1CCC(NC(=O)Nc2ccc(F)cc2)CC1	0	-2	-2.0	-0.1	-0.1	-0.4	-1	0.0	-1.2	-1.1	1
COc1ccc(-c2noc(CCC(=O)NCCCN3CCN(c4ccccc4F)CC3)n2)cc1	-3	-5	-4.8	-1.9	-1.4	1.5	3	-4.3	-2.0	-1.1	-5

Carrying on:
compound	SMARCA2 activ	ADAM10 inh	hgDAF-12 ag	DAX1 inh-1	DAX1 inh-2	PG9 binder	NPR1 activator	hcDAF-12 act	ssDAF-12 act	GAA850 FXN act	ADAM17 inh
O=C(CN1CCN(Cc2ccc(Cl)cc2)CC1)N1CCc2ccccc21	3	7	-2.8	0.8	-0.1	-2.6	1	-0.7	-0.5	-0.5	1
COc1cc(NC(=O)COc2ccc(Cl)cc2)ccc1-c1cc2ccccc2oc1=O	-6	-130	2.0	-1.4	0.5	-0.5	5	0.6	-0.9	0.6	-35
CC1(C)CC(=O)C(C=NC2CC(C)(C)NC(C)(C)C2)=C(O)C1	1	2	0.1	0.4	0.5	1.5	-1	0.3	-0.7	-0.6	-2
Cn1c(CC(=O)Nc2ccc(Cl)c(Cl)c2)nnc1SCC(=O)Nc1nccs1	-3	3	-1.9	0.8	0.0	3.6	2	-1.2	-1.7	-1.3	-1
O=C1NC[C@H](CC2CCCCC2)N(CCc2cc(C(F)(F)F)cc(C(F)(F)F)c2)C1=O	-1	6	1.4	.	-0.4	-0.2	-7	0.5	-0.1	.	-1
CCOC(=O)C1(Cc2cccc(Cl)c2)CCCN(C(=O)CCN2CCCC2=O)C1 (stereo not drawn)	-3	0	0.3	0.4	0.9	-0.9	0	1.6	-0.2	2.0	-6
O=C(O)c1cccc(NC(=S)NC(=O)c2ccc3ccccc3c2)c1	-2	-8	3.5	-2.7	11*	-0.6	-6	-0.7	-1.0	-2.9	-8
CCNc1nc(NCC)n2c(SCC(=O)Nc3ccccc3Cl)nnc2n1	-3	-16	-0.1	-0.3	-2.0	1.3	-9	-0.6	-1.1	-0.7	2
CCN(CC)C(=O)Nc1ccc(Br)cc1	2	-9	-0.2	-0.4	-0.4	-1.9	-2	1.5	-1.1	1.7	-6
Cn1c(N)nc2ccccc2c1=O	0	-134	-0.7	.	0.2	-0.4	0	-0.3	-0.7	1.7	-53

Other compounds
compound	SMARCA2 activ	ADAM10 inh	hgDAF-12 ag	DAX1 inh-1	DAX1 inh-2	PG9 binder	NPR1 activator	hcDAF-12 act	ssDAF-12 act	GAA850 FXN act	ADAM17 inh
O=C(NCCCN1CCC(Cc2ccccc2)CC1)C1CC(=O)N(C2CCCCCC2)C1 (stereo not drawn)	-1	2	-1.4	0.6	0.1	-0.5	-5	-1.5	-0.5	0.6	-1
COc1cc(NC(=O)COC(=O)CNC(=O)c2ccc(Cl)cc2)c(C)cc1[N+](=O)[O-]	-1	9	1.9	1.0	0.6	3.8	3	-1.5	-1.5	-1.0	3
CCN(C(=O)c1cccnc1SC)C12CC3CC(CC(C3)C1)C2	-2	4	1.1	0.7	-0.3	-1.1	-2	-1.0	-1.1	-1.9	0
Clc1ccccc1CSc1cnnc2ccccc12	9.0*	1	5.6	1.3	5.3*	-2.5	-2	1.9	-0.9	3.8	0
O=C(Nc1ccc(Cl)cc1)N1CCC(c2ccccc2)C1 (stereo not drawn)	0	13	12*	6.8*	5.6*	-1.2	-5	3.4	0.7	2.8	4
O=C(COc1ccccc1Cl)Nc1ccc2[nH]c(=O)[nH]c2c1	-1	0	-2.7	-0.5	-1.2	-3.6	-1	-2.1	-1.6	3.0	1
CN(CC1CCCN(CCc2ccc(Cl)cc2)C1)C(=O)c1ccc2nc[nH]c2c1 (stereo not drawn)	-2	-15	-2.3	-0.2	-1.9	-0.7	1	-1.9	-0.9	0.3	0
O=C(NCc1cc(F)ccc1F)C1CCC(=O)N(C2CCCCCC2)C1 (stereo not drawn)	5	7	7.8	0.9	0.8	2.0	1	-0.1	-0.1	1.4	-2

Screens: PubChem, several laboratories
